Rab9 promoter act: qHTS Assay for Rab9 Promoter Activators; Huh7 Rab9 promoter-luciferase reporter, luminescence, 24 h; Potency, µM (doses to about 9.22 µM), for the others: at the highest dose activation, negative = inhibition, usual class: activators; 320,000 tested, 2.8% active; note: potency is the fitted concentration of half-maximal effect; % of control where 0% means no effect; nearly all actives have a fitted effect of over 60% in size
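Promoter activation is measured as luciferase luminescence in Huh7 cells stably transfected with a Rab9 promoter–luciferase construct, following 24 h compound exposure at 37 °C and 10 min reagent incubation at ambient temperature.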
Giardia kill: Small Molecules that selectively kill Giardia lamblia: qHTS. Giardia lamblia trophozoite viability. activity change, % at 7.66 µM, hits read low. 340,000 tested, 0.15% active; in the data active = activity change below about -80%; inconclusive = between about -30% and that limit;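 note: parasites exposed to compound for two days anaerobically before the ATP read; % is set by controls: 0 for no effect and ±100 for the full control effect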
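Killing of trophozoites was scored by loss of ATP luminescence after a 48 hrs anaerobic exposure to compounds at 37 deg C, using 100 cells per well.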
Gal4-VP16 FLuc: VP16 counterscreen qHTS for inhibitors of ROR gamma transcriptional activity | Potency, µM (top dose mostly 53.6 µM), without a hit: top-dose activity, negative = inhibition, usual class: inhibitors | Drosophila S2 Gal4-VP16 UAS-luciferase, luminescence, 20 h | 310,000 tested, 3.5% active | AID 2546, 2010;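 note: Gal4-VP16 expression switched on by copper sulfate through the metallothionein promoter; potency is the fitted concentration of half-maximal effect; % is set by controls: 0 for no effect and ±100 for the full control effect; nearly all actives have a fitted effect of over 50% in size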
NPC1 promoter act: qHTS Assay for NPC1 Promoter Activators; Huh7 NPC1 promoter luciferase reporter, 24 h; Potency, µM (titrated, usually from 9.22 µM), for inactives: at the top dose activation, hits mostly activators; 320,000 tested, 2.4% active;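 note: potency is the fitted concentration of half-maximal effect; % of control where 0% means no effect; nearly all actives have a fitted effect of over 60% in size; reporter is driven by a mutant NPC1 promoter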
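Huh7 cells stably carrying NPC1 promoter–luciferase, plated in Opti-MEM with 10% FBS for 2 h, were exposed to compound in DMSO for 24 h at 37 °C; luciferase reagent was added for 10 min and luminescence read.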
p53 reactivation: qHTS assay for re-activators of p53 using a Luc reporter; H1299 p53-A138V BP100-luciferase reporter, luminescence, 24 h; Potency, µM (titrated, usually from 92.2 µM), without a hit: at the top dose activity change, positive = activation, actives largely listed as activators; 320,000 tested, 0.063% active; note: potency is the fitted concentration of half-maximal effect; % of control where 0% means no effect; nearly all actives have a fitted effect of over 45% in size
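H1299 (p53-null), stable ts p53-A138V + BP100-Luc; 1000 cells/well, Opti-MEM/10% FBS; cpd 4 pt, 1:5; 24 h, 37 deg C, 5% CO2; detection reagent 10 min RT; luminescence.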
PKM2 act: qHTS Assay for Activators of Human Muscle isoform 2 Pyruvate Kinase; purified PKM2, Kinase-Glo ATP luminescence, activation; response scale: 0% is enzyme alone, no compound; Potency, µM (doses to about 57.5 µM), for inactives: at the highest dose activation, most hits filed as activators; 260,000 tested, 0.34% active; note: potency is the fitted concentration of half-maximal effect; % is set by controls: 0 for no effect and ±100 for the full control effect; nearly all actives have a fitted effect of over 55% in size
Target sequence (P14618 whole entry, looked up, canonical isoform): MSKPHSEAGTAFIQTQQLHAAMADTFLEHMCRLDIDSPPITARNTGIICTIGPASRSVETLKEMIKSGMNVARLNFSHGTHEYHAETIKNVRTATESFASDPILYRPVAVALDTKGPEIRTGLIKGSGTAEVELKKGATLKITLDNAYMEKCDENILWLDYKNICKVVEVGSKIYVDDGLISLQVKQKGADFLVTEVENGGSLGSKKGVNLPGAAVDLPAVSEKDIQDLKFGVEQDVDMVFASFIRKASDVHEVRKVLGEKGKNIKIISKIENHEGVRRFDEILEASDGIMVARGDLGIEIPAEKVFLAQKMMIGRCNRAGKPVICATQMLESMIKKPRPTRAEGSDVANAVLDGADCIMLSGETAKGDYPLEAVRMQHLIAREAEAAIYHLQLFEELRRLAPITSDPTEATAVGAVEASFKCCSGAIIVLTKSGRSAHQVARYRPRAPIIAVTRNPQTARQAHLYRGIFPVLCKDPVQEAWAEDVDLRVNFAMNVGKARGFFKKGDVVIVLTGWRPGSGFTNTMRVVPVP
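Kinase-Glo luminescence reports ATP generated from ADP (0.1 mM) and PEP (0.5 mM) by purified hPK-M2 after 1 h at room temperature, pH 7.2 imidazole buffer; intermediate enzyme activity allows detecting inhibitors and activators.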
ELG1 genotoxic: qHTS screen for small molecules that induce genotoxicity in human embryonic kidney (HEK293T) cells expressing luciferase-tagged ELG1; Potency, µM (doses to about 46 µM), for the others: top-dose activity change, positive = activation, actives largely listed as activators; AID 504466, 2011; HEK293T ELG1-luciferase reporter, luminescence, 16 h; 330,000 tested, 1.3% active; note: potency is the fitted concentration of half-maximal effect; % of control where 0% means no effect; nearly all actives have a fitted effect of over 60% in size
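Cells (2,000/well) expressing the ELG1-luciferase fusion are dosed by pin tool and kept 16 hr at 37 °C, 5% CO2. Signal comes from ONE-Glo luciferase reagent after 30 min at room temperature.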
BRCA1 expr up: qHTS Assay to Identify Small Molecule Activators of BRCA1 Expression; MCF7-BRCA1-FFLuc reporter, luminescence, 48 h; response scale: scaled: vehicle 0%, 10 µM genistein 100%; Potency, µM (series often up to 46.1 µM), without a hit: at the top dose activation, actives largely listed as activators; AID 624202, 2012; 380,000 tested, 1.1% active; note: potency is the fitted concentration of half-maximal effect; nearly all actives have a fitted effect of over 80% in size; some results filed as inactive show a strong effect at the top dose
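Cells: MCF7-BRCA1-FFLuc, 2000/well. Exposure: 48 h, 37 °C, 5% CO2. Read: luminescence, 15 min post-substrate. Controls: genistein 10 microM (maximal activation), DMSO (neutral).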
FLuc modulator: qHTS profiling assay for firefly luciferase inhibitor/activator using purifed enzyme and Km concentrations of substrates (counterscreen for miR-21 project); 360,000 tested, 6.9% active; purified FLuc, Km substrates, luminescence inhibition; AID 588342, 2011; Potency, µM (titrated, usually from 57.5 µM), inactives show at the top dose activity change, negative = inhibition, actives largely listed as inhibitors; Luciferin 4-monooxygenase (Photinus pyralis), P08659;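 note: potency is the fitted concentration of half-maximal effect; plate controls were vehicle for no effect and reference inhibitor for full effect; nearly all actives have a fitted effect of over 55% in size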
Target sequence (P08659 whole entry, looked up): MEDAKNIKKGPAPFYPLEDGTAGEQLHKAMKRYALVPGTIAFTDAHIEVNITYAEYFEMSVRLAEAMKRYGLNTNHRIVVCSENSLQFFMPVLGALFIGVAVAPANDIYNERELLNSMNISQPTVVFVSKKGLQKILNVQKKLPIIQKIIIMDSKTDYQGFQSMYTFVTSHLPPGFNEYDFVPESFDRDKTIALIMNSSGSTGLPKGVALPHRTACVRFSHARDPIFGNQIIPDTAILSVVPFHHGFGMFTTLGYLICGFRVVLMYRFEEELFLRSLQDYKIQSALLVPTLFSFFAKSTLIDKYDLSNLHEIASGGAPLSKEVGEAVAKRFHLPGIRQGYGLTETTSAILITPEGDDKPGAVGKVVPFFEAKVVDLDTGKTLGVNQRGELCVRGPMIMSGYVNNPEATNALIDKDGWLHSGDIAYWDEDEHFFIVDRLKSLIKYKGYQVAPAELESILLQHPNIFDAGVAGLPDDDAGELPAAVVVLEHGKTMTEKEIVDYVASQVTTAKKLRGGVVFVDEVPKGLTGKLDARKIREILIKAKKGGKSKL
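Purified P. pyralis luciferase (10nM final) with 10uM D-luciferin and 10uM ATP (Km levels) in 50mM Tris acetate pH 7.5, 10mM Mg acetate, 0.01% Tween-20, 0.05% BSA; qHTS 6-point titration, ~60 µM downward; luminescence read.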
RORg inh: qHTS for inhibitors of ROR gamma transcriptional activity. 310,000 tested, 5.4% active. Nuclear receptor ROR-gamma (Mus musculus), P51450. Potency, µM (doses to about 53.6 µM), for inactives: at the top dose activity change, negative = inhibition, most hits filed as inhibitors. Drosophila S2 Gal4-RORgamma UAS-luciferase reporter, 20 h. AID 2551, 2010; note: potency is the fitted concentration of half-maximal effect; % is set by controls: 0 for no effect and ±100 for the full control effect; nearly all actives have a fitted effect of over 60% in size
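Luciferase reporter read in Schneider cells carrying Gal4-RORγ (mouse) and UAS-Photinus luciferase; cells given compound 1 h before 700 uM copper sulfate induction, then incubated 20 h at ambient temperature.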
Menin MLL FP TR: qHTS Assay for Inhibitors Targeting the Menin-MLL Interaction in MLL Related Leukemias: Competition With Texas Red Labeled MLL-derived Mutant Peptide; O00255; 270,000 tested, 0.23% active; Potency, µM (highest dose often 61.6 µM), without a hit: top-dose FP activity change, negative = inhibition, hits mostly inhibitors; AID 1768, 2009; Menin + Texas Red MLL mutant peptide, fluorescence polarization; active = well fitted inhibition curve with a large enough effect in the polarisation, with a control signal flat, not every such curve was filed as active; inconclusive = small, poorly fitted or top-dose-only effect, or effect the other way, or a change in a side signal; inactive = no such curve, though single readings can be large or run the other way; the % refers to the polarisation; note: potency is the fitted concentration of half-maximal effect; % of control where 0% means no effect; many of its hits are not listed in these tables
Starred values were filed as active, the others as inactive; ? = inconclusive; / = no result given; & = joins results of further samples; [ ] = another dose, or the depositor's remark. Unless noted, calls come from the whole dose curve; as a rule, active = well fitted curve in the direction sought with a large enough effect; inconclusive = small, poorly fitted or top-dose-only effect, or another doubt; inactive = no such curve, though single readings can be large; an effect the other way counts as inactive or inconclusive.

SMILES	Rab9 promoter act	Giardia kill	Gal4-VP16 FLuc	NPC1 promoter act	p53 reactivation	PKM2 act	ELG1 genotoxic	BRCA1 expr up	FLuc modulator	RORg inh	Menin MLL FP TR
CCCC(=O)c1ccc(N2CCN(S(=O)(=O)c3ccc(C)cc3)CC2)c(F)c1	2.4%	-17.3	-13.4%	-0.4%	7.7%	18.0%	-4.3%	-32.7%	-1.3%	0.3%	-9.0%
Cc1ccccc1CN1C[C@@H]2C[C@@H](c3cnc(N4CCOCC4)s3)N3CCC[C@@]23C1=O	-32.1%[inhibitor]	-4.7	7.1%	-3.9%	7.4%	13.4%	-7.5%	-11.3%	-2.9%	32.7%	-3.8%
CCOC(=O)CN(C(=O)COc1nc(-c2ccccc2)cc(C)c1C#N)c1cccc(OC)c1	-4.3%	-9.1	-16.5%	-4.5%	-2.7%	-4.0%	-2.1%	-17.8%	2.1%	27.9%	/
COc1ccc2nc3oc(C(=O)NC4CCN(Cc5ccccc5)CC4)cc3cc2c1	1.0%	-5.4	-1.9%	0.6%	?	-8.8%	5.7%	41.0%	?	?	6.5%
CCOCCCNC(=O)CCS(=O)(=O)Cc1ccc(C)cc1	-4.9%	-1.2	-3.1%	1.8%	-3.1%	-5.0%	-1.3%	-0.6%	-1.2%	13.2%	0.3%
Cc1cc(/C=C(\C#N)C(=O)Nc2ccc(Cl)cc2)c(C)n1-c1ccc(N2CCOCC2)c([N+](=O)[O-])c1	-32.3%[inhibitor]	0.1	4.7%	-15.6%	4.1%	-4.0%	-2.0%	-27.1%	-5.5%	23.7%	5.3%
Oc1ccccc1OCCOc1ccccc1OCCOc1ccccc1O	1.2%	-3.4	-8.8%	-8.8%	3.0%	-7.4%	-10.0%	-20.0%	?	36.4%	-7.8%
O=C(CN1C(=O)c2cccnc2Oc2ccc(Cl)cc21)Nc1ccc(F)cc1	4.0%	1.5	-3.5%	0.7%	7.3%	-1.4%	-0.6%	-9.9%	-6.0%	7.9%	7.7%
Cc1cc(OCCCCN2C(=O)NC(C)(C)C2=O)ccc1[N+](=O)[O-]	-18.5%	-12.4	?	-4.2%	0.4%	-0.9%	-0.5%	27.3%	1.7%	?	-14.7%
CCOc1ccc(CCNC(=O)COC(=O)Cc2ccc(F)cc2)cc1OCC	0.7%	-2.1	/	1.9%	4.1%	/	1.4%	-4.7%	0.9%	/	/
CCOc1ccc(NC(=O)c2cccc(NC3=NC4CS(=O)(=O)CC4S3)c2)cc1 (configuration not stated)	2.3%	-15.2	-2.8%	1.1%	7.0%	21.0%	6.0%	-2.2%	?	-12.7%	15.9%
OCc1nc2ccccc2n1Cc1c(F)cccc1Cl	4.1%	-16.8	-1.1%	-3.8%	1.4%	0.0%	-0.4%	-21.2%	-0.6%&3.5%	-6.6%	/
Cc1cc(C)nc(-n2nc(C)cc2NC(=O)CNCc2ccccc2)n1	-2.3%	23.1	?	3.9%	3.3%	-2.8%	-1.4%	-30.8%	2.2%	5.62µM*	-12.0%
CCOC(=O)CC(=O)NC(CC(=O)OC)c1ccc(Br)cc1 (configuration not stated)	1.8%	-2.4	0.5%	-7.3%	-0.4%	-0.4%	-2.6%	-18.1%	-1.7%	2.5%	-20.2%
CC(=O)c1cccc(NC(=O)COC(=O)CC2CC3CCC2C3)c1 (configuration not stated)	-0.9%	29.6	/	1.0%	-15.9%	/	0.1%	-3.6%	-19.4%	/	/
O=C(c1ccccc1F)N1CCN(c2ccc([N+](=O)[O-])c(N3CCOCC3)c2)CC1	-1.4%	-13.5	7.0%	-4.4%	-3.0%	3.6%	-9.2%	0.0%	-1.4%	30.7%	-2.7%
COc1ccc(N(C(=O)Cn2nnc3ccccc32)C(C(=O)NC(C)(C)C)c2ccc(OC)c(O)c2)cc1 (configuration not stated)	-6.2%	4.3	-18.3%	3.0%	-4.2%	0.2%	3.0%	-1.8%	-6.1%	?	-11.8%
O=c1c2ccccc2oc2ccc(Oc3ccccc3)cc12	1.78µM*	-25.0	-3.0%	2.82µM*	18.5%	-8.5%	?	3.55µM*	4.26µM*	5.6%	-18.6%
CCN1CCN(CCNC(=O)c2ccc3c(c2)NC(=O)/C(=C\c2ccc(OC)c(OC)c2)S3)CC1	4.5%	-11.2	-5.7%	21.3%	4.3%	/	12.5%	-32.9%	-19.4%	0.7%	/
COc1ccc(C2=CC3=C(Br)C(=O)C(C)(OC(=O)c4ccco4)C(=O)C3=CO2)cc1 (configuration not stated)	-6.9%	12.2	-6.6%&-2.6%	-4.7%	7.0%	1.0%	4.2%	-9.6%	-0.7%	-25.1%&16.8%	12.3%
COc1cc(CN2CCN(c3cccc(C)c3C)CC2)cc(OC)c1O	3.7%	-10.5	1.3%	1.4%	0.5%	3.6%	-3.3%	4.8%	1.9%	6.3%	-8.1%
COc1ccc(OCCCN2CCCC(C)C2)cc1 (configuration not stated)	-1.1%	2.5	-6.2%	-0.6%	11.0%	-1.0%	-7.9%	-9.8%	-2.0%	0.0%	0.4%
COc1cccc(N(CC(=O)NC2CCCC2)C(=O)Cn2nnc(-c3ccc(C)o3)n2)c1	-1.0%	-2.7	8.3%	0.8%	-0.9%	7.3%	-0.5%	-27.2%	6.1%	3.8%	-1.7%
CCc1ccc(NC(=O)CC2C(=O)N(c3ccc(OC)cc3)C(=O)N2CCOC)cc1 (configuration not stated)	4.9%	-3.7	-8.0%	1.6%	5.7%	11.3%	-0.4%	-7.1%	-2.2%	-28.5%	0.1%
Cc1csc(=O)n1CC(=O)OCC(=O)N(CC(C)C)c1c(N)n(Cc2ccccc2)c(=O)[nH]c1=O	-10.6%	-8.0	/	-0.7%	-2.2%	/	2.2%	-2.9%	3.6%	/	/
CCOc1cc(C2C(C(=O)N3CCCCC3)=C(C)NC3=C2C(=O)CC(C)(C)C3)ccc1O (configuration not stated)	-6.4%	-12.7	0.4%	0.4%	-3.2%	7.4%	3.4%	-0.2%	1.5%	3.1%	-6.4%
O=C(O)c1ccc(Br)c(S(=O)(=O)N2CCCC2)c1	-2.7%	2.4	-4.2%	2.0%	1.4%	0.0%	-3.7%	-33.0%	3.1%	28.8%	-10.1%
CN(C1(C)CCS(=O)(=O)C1)S(=O)(=O)c1ccc(F)cc1 (configuration not stated)	4.1%	-25.4	-0.5%	0.3%	9.2%	-3.8%	4.3%	-3.1%	4.2%	5.7%	1.1%
Cc1ccc(S(=O)(=O)N2CCCC2CNC(=O)c2ccccc2)cc1 (configuration not stated)	-2.3%	-10.9	/	-4.4%	-0.7%	/	-1.2%	-23.8%	10.9%	/	/
COc1cccc(CN2CCN(C(=O)CC(C)C)CC2)c1	-8.8%	15.3	6.4%	-1.8%	13.7%	-1.9%	-0.4%	-18.7%	0.4%	-7.2%	9.8%
O=C(Nc1ccc(N2CCOCC2)cc1)c1ccc(COc2ccccc2)cc1	-17.0%	-10.5	4.8%	-6.8%	1.1%	1.1%	-2.8%	-3.6%	-1.5%	-10.6%	?
CCCCCOc1ccc(Br)cc1/C(C)=N/NC1=NCCN1	-18.3%	-10.7	?	-22.6%	7.1%	1.8%	1.3%	-80.7%	-5.7%	2.51µM*	-1.1%
COc1ccc(COc2ccccc2C(N)=O)cc1F	18.1%	-6.2	3.3%	18.8%	?	-4.5%	7.5%	?	?	26.3%	-0.2%
CN(C(=O)CN1C(=O)/C(=C/c2ccc(F)cc2)SC1=S)C1CCS(=O)(=O)C1 (configuration not stated)	-3.9%	-5.2	-2.5%	-1.8%	?	/	-0.1%[9.26 µM]	-35.2%	?	-31.4%	17.7%
Cc1cc(C)c2c(-n3cccc3)nn(CC#N)c2n1	-8.1%	6.9	-3.3%	-3.4%	1.0%	-0.6%	4.4%	0.5%	1.9%	13.7%	-17.8%

Source: PubChem BioAssay (National Center for Advancing Translational Sciences (NCATS))

Some of the compounds tested; the hit share may differ from the screen's.
